# TcdB GH inh: inhibitors of Clostridioides difficile toxin B glycohydrolase; P18177; TcdB glycohydrolase enzymatic assay, plate reader; inhibition, % at 9.99 µM; 350,000 tested, 0.24% active; AID 652162; in the data active = inhibition above about 10%
# DUSP3 inh: blocks human VHR1 dual specificity phosphatase. P51452. recombinant VHR phosphatase, pNPP absorbance. inhibition, % at 13.3 µM. 290,000 tested, 0.52% active; in the data active = inhibition above about 50%; note: some compounds called inactive have numbers as strong as hits
# Target sequence (P51452 whole entry, looked up): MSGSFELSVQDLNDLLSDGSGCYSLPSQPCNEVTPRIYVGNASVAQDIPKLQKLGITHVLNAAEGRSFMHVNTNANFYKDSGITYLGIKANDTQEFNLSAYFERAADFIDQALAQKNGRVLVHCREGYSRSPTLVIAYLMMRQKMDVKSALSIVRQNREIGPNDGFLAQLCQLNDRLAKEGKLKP
# BoNT-A LC inh2: blocks Botulinum neurotoxin A light chain protease; multiplex microsphere protease substrate cleavage, flow cytometry; inhibition, % at 10 µM; 360,000 tested, 0.17% active; note: plate controls were buffer without enzyme for full effect and enzyme alone for no effect
# CCHFV vOTU inh: CCHFV vOTU protease inhibition. AID 651958. 370,000 tested, 0.55% active. Pep-AMC fluorescence. inhibition, % at 11.5 µM; in the data active = inhibition above about 30%; note: 0% = vehicle wells with enzyme and 100% = no enzyme wells
# Anthrax LF inh2: inhibitors of Bacillus anthracis lethal factor protease; P15917; multiplex microsphere protease cleavage assay, LF; inhibition, % at 10 µM; 360,000 tested, 0.12% active; note: plate controls were buffer without enzyme for full effect and enzyme alone for no effect
# Target sequence (P15917 whole entry, looked up): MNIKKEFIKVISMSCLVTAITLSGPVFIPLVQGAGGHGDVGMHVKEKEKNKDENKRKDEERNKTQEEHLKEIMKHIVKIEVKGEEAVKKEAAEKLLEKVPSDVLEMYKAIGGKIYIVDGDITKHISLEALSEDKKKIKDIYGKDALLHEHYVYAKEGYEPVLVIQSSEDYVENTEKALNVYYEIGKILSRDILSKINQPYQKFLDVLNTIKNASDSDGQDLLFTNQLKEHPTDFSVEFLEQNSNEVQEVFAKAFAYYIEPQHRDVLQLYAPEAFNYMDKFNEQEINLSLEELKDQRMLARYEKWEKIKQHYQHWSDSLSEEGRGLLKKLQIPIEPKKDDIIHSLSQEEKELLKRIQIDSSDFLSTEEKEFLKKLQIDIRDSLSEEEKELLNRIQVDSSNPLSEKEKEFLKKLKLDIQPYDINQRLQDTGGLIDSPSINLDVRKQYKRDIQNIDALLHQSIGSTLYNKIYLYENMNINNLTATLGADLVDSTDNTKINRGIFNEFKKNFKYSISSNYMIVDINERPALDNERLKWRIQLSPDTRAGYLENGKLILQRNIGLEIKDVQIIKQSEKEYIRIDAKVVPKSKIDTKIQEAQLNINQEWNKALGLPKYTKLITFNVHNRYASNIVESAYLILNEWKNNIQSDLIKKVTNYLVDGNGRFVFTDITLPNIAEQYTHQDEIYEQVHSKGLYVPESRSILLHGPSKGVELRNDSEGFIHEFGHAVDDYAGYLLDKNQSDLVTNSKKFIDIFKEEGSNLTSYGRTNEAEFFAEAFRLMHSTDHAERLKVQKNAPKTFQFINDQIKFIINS
# SSB-PriA inh: K. pneumoniae PriA-SSBct interaction inhibition; AlphaScreen SSBct-PriA binding, biotinylated peptide; inhibition, % at 33 µM; 430,000 tested, 0.6% active; in the data active = inhibition mostly above about 37%, no sharp cut-off; inactive = mostly below about 20%;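 note: plate controls were negative control peptide for no effect and reference peptide for full effect; strong numbers were not always called active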
# Y pestis TopoI: blocks Yersinia pestis topoisomerase I activity. Y. pestis Topo-I cleavage product accumulation, plate reader. activity, % at 10 µM. 360,000 tested, 0.064% active; in the data active = activity above about 50%, passing the limit was not always enough; note: inactives centre near 2
# Vc quorum ag: quorum light induction in luxS cqsA deficient V. cholerae | V. cholerae BH1578 lux reporter, luminescence, 6 h | activation, % at 18.7 µM | 350,000 tested, 0.16% active; in the data active = activation mostly above about 9.7%, no sharp cut-off; note: not every result past the cut was called active; inactives centre near 0; reference of the scale not given here
# PfHsp40 yeast: restores yeast growth despite PfHsp40 toxicity; growth rescue, % at 12.5 µM; 340,000 tested, 0.68% active; S. cerevisiae expressing PfHsp40, growth rescue, ATP luminescence; in the data active = growth rescue above about 28%, passing the limit was not always enough;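 note: yeast W303a lacking pdr1 and pdr3 grown in galactose medium; growth measured after three days at 30 °C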
# 3CLpro inhibitor: SARS-CoV 3CLpro protease inhibition; recombinant SARS-CoV 3CLpro, quenched FRET peptide cleavage; inhibition, % at 6 µM; 290,000 tested, 0.14% active; AID 1706; in the data active = inhibition above about 12%
# Starred values were filed as active, the others as inactive; i = inactive; · = no result given. Cut-off read from the data, not from the text of the source, unless noted: active = inhibition above about 30%; inconclusive = no clear call, values can overlap the other calls; inactive = below that.
SMILES,TcdB GH inh,DUSP3 inh,BoNT-A LC inh2,CCHFV vOTU inh,Anthrax LF inh2,SSB-PriA inh,Y pestis TopoI,Vc quorum ag,PfHsp40 yeast,3CLpro inhibitor
Cc1c(C(=O)OCCOc2ccccc2)[nH]c2c1C(=O)CCC2,·,30,-0.1,2,0,-1,5,i,-1.7,-1
Cc1c[n+](C)ccc1CC1C([N+](=O)[O-])=C[N-]c2ncnn21 (stereo unspecified),0.0,16,-0.8,10,-6,-7,1,i,-0.2,-2
COc1cc2oc3ccccc3c2cc1N(CC(=O)N(C)C)S(=O)(=O)c1ccc(C)cc1,·,31,-0.5,-2,0,-17,-4,0.7,-1.5,3
Cc1cc(C)c(NC(=S)NCCO)c(C)c1,-0.8,18,-0.7,-13,-9,2,-2,-0.3,-0.1,0
Cc1c(CN(C)C(=O)/C=C/c2ccc([N+](=O)[O-])cc2)cnn1C,-0.3,45,0.0,14,-1,-8,0,-0.3,0.1,0
O=C(CSc1nc(N2CCCCC2)nc(N2CCCCC2)n1)Nc1nccs1,·,0,1.2,4,3,-26,-6,i,0.1,3
COc1cc2c(cc1OC)C(c1cc3cccc(C)c3[nH]c1=O)N(C(=O)c1ccco1)CC2 (stereo unspecified),0.3,26,1.4,7,-2,·,7,0.2,-2.0,1
COc1ccc(-c2csc(-c3cccnc3)n2)cc1C,1.6,1,-0.8,-2,-1,-20,24,i,-0.5,8
Cc1ccc(OCCSc2nc3ccccc3n2CC(=O)O)c(C(C)C)c1,-0.3,14,-3.0,14,-4,-3,4,-15,-0.1,-2
C/C(N)=C(/C#N)C(=O)CSc1nc2ccccc2c(=O)n1CCCOC(C)C,0.8,-13,0.1,0,-1,-12,13,-0.3,1.8,2
C=CCN1C(=O)/C(=C\c2ccc(Oc3nc(N4CCOCC4)nc(N4CCOCC4)n3)c(OC)c2)SC1=S,-5.2,12,4.0,6,-8,-9,7,-0.3,-1.2,0
COc1ccc(NC(=O)CSc2n[nH]c(=O)n2C2CC2)cc1Cl,0.8,·,0.1,7,-2,-13,1,-1.7,-0.4,·
O=C(NCC1CCCO1)c1cc(S(=O)(=O)Nc2ccc(Br)cc2)ccc1Cl (stereo unspecified),·,21,0.1,-3,1,-4,-12,-0.3,-1.4,6
O=C(OCC(=O)N1CCc2ccccc21)c1c2c(nc3ccccc13)CCCC2,-0.6,14,-0.3,-6,-2,3,33,i,2.1,-1
O=C(Nc1ccc(Nc2ccccc2)cc1)c1ccc(Br)o1,·,21,-0.2,4,-6,9,-2,i,2.8,1
COc1ccc(/C=N/NC(=O)CN2CCCc3ccccc32)c(OC)c1,-2.7,34,-0.8,6,6,i,-13,-0.3,0.5,-1
CCOc1cccc(C(=O)Nc2nnc(-c3cccs3)s2)c1,·,20,0.1,5,-1,-1,4,3.8,-1.5,-3
CC(OC(=O)CSc1ccc(F)cc1)C(=O)NC1(C#N)CCCCC1 (stereo unspecified),1.7,6,0.2,-5,2,1,1,i,-1.0,3
Cc1ccc(SCc2cc(=O)[nH]c(SCC(=O)Nc3cc(Cl)ccc3Cl)n2)cc1,1.4,-8,-0.8,7,1,-17,2,-0.8,0.5,-2
CCC(C)NCCOCCOc1ccccc1-c1ccccc1 (stereo unspecified),·,6,-0.4,1,-5,-1,4,i,-1.9,4
CCC(Cc1ccccc1)NC(=O)C1CCN(S(=O)(=O)c2ccc3c(c2)CC(C)N3C(C)=O)CC1 (stereo unspecified),1.0,-6,-0.3,5,-7,-3,4,0.0,2.4,-3
Cc1nnc(-c2cnn(C)c2N)n1Cc1ccccc1F,·,-6,1.2,9,4,-4,2,-2.2,-0.1,-1
CC1(C)CC2CC(C)(CN2C(=S)Nc2ccccc2F)C1 (stereo unspecified),1.9,5,-0.1,-1,2,-8,-2,i,-0.3,1
Cc1c(NC(=O)c2cc(S(=O)(=O)N3CCCCC3)ccc2Cl)c(=O)n(-c2ccccc2)n1C,0.8,·,0.1,-6,-10,5,10,i,-0.9,·
N#Cc1ccccc1NC(=O)COC(=O)C1CCN(C(=O)c2ccc(Cl)cc2)CC1,0.9,·,0.5,-3,-9,-5,20,-2.5,0.1,·

# Reprinted from the listing for reference:
SMILES,TcdB GH inh,DUSP3 inh,BoNT-A LC inh2,CCHFV vOTU inh,Anthrax LF inh2,SSB-PriA inh,Y pestis TopoI,Vc quorum ag,PfHsp40 yeast,3CLpro inhibitor
Cc1ccc(SCc2cc(=O)[nH]c(SCC(=O)Nc3cc(Cl)ccc3Cl)n2)cc1,1.4,-8,-0.8,7,1,-17,2,-0.8,0.5,-2
CCC(C)NCCOCCOc1ccccc1-c1ccccc1 (stereo unspecified),·,6,-0.4,1,-5,-1,4,i,-1.9,4
CCC(Cc1ccccc1)NC(=O)C1CCN(S(=O)(=O)c2ccc3c(c2)CC(C)N3C(C)=O)CC1 (stereo unspecified),1.0,-6,-0.3,5,-7,-3,4,0.0,2.4,-3
Cc1nnc(-c2cnn(C)c2N)n1Cc1ccccc1F,·,-6,1.2,9,4,-4,2,-2.2,-0.1,-1
CC1(C)CC2CC(C)(CN2C(=S)Nc2ccccc2F)C1 (stereo unspecified),1.9,5,-0.1,-1,2,-8,-2,i,-0.3,1
Cc1c(NC(=O)c2cc(S(=O)(=O)N3CCCCC3)ccc2Cl)c(=O)n(-c2ccccc2)n1C,0.8,·,0.1,-6,-10,5,10,i,-0.9,·
N#Cc1ccccc1NC(=O)COC(=O)C1CCN(C(=O)c2ccc(Cl)cc2)CC1,0.9,·,0.5,-3,-9,-5,20,-2.5,0.1,·

# (cont.)
SMILES,TcdB GH inh,DUSP3 inh,BoNT-A LC inh2,CCHFV vOTU inh,Anthrax LF inh2,SSB-PriA inh,Y pestis TopoI,Vc quorum ag,PfHsp40 yeast,3CLpro inhibitor
CCn1c(SCc2ccccc2)nc2c(c1=O)SCC2,0.6,19,0.1,0,3,20,29,-3.1,-0.9,3
CC(C)Cn1c(N)c(C(=O)COC(=O)c2cc(-c3ccccc3)nc3ccccc23)c(=O)n(C)c1=O,0.5,9,0.6,-2,-8,-25,5,-0.6,-0.3,3
Cc1ccccc1C(CC(=O)c1cccs1)C(C#N)C#N (stereo unspecified),·,-13,-0.1,17,0,7,0,-0.2,1.8,-1
CC(C)[C@H](NC(=O)C1CCC(CNC(=O)[C@@H]2CCCN2C(=O)OC(C)(C)C)CC1)C(=O)O (stereo partly specified),0.3,9,-4.1,-8,-13,-6,12,i,-0.7,-5
Cc1cc2cc(CNC(=O)Nc3ccccc3)ccc2n1C,0.3,22,56*,-8,-78,11,-22,0.9,-0.9,4
C[C@@]12CCC=C[C@H]1[C@H](c1ccc3ccccc3c1Br)N(Cc1ccccc1)C2=O,-0.2,7,0.5,3,-7,5,39,1.2,65*,·
CCN(CC)c1ccc(CNc2ccc3c(c2)ncn3CC)cc1,0.8,-16,·,-2,·,17,·,·,·,-1
CCOc1ccc(CNC(=O)CCn2c(=O)oc3ccccc32)cc1OC,·,10,-1.3,-3,-23,13,2,·,0.0,-1
CC(CN1CCN(C)CC1)OC(=O)c1ccccc1 (stereo unspecified),·,8,-0.3,8,6,-20,-1,i,-1.2,0
CSc1nc(-c2ccccc2)nc(N2CCOCC2)c1C(C)=O,3.4,1,-0.2,0,-2,-15,24,0.0,-0.4,2
Cc1ccc(C)c(S(=O)(=O)N2CCN(C(=O)CSc3ccccc3F)CC2)c1,1.1,6,-1.4,-1,-1,-21,9,-7.7,-0.1,6
O=C(O)c1ccc(-c2noc(-c3cccc(C(F)(F)F)c3)n2)cc1,0.1,·,0.6,-1,0,-20,2,i,-0.6,·
CC(C)C[C@H](NC(=O)OC(C)(C)C)c1nnc(SCC(=O)Nc2ccc(Br)cc2)o1,·,4,-3.6,16,-3,-11,4,i,0.6,0
CCCS(=O)(=O)NC(=O)C1(C)CCCN(C(=O)c2ccncc2)C1 (stereo unspecified),1.0,·,-0.2,10,-2,·,-8,i,·,·
S=C(c1ccc(Cl)cc1)N1CCN(Cc2ccccc2)CC1,0.8,22,-0.3,-7,-5,0,17,-0.3,12,-4
OC(c1cccnc1)c1nc(-c2ccc3c(c2)OCO3)cs1 (stereo unspecified),1.9,·,0.0,3,1,·,2,-0.5,·,·
COCCn1cnnc1SCC(=O)Nc1cccc(S(=O)(=O)N(C)c2ccccc2)c1,1.0,2,-0.8,-7,-4,-3,-4,i,0.0,2
CC1=CC(=O)CC(C)(C)C1(O)/C=C/C(C)=C/C(=O)O (stereo unspecified),1.0,20,-0.3,3,4,-1,-2,-0.3,-0.4,4
O=C1c2ccccc2C(=O)N1C1(C(=O)NC2(C(=O)O)CCCC2)CCCC1,2.0,·,-1.1,-8,-7,0,-5,-0.8,-0.5,·
O=C(OCc1ccccc1F)c1ccc2c(c1)-c1ccccc1C2=O,0.3,5,2.7,·,2,-7,5,-1.8,-0.7,1
O=C(CCn1c(=O)oc2ccc(Cl)cc21)N1CCN(Cc2ccccc2)CC1,1.8,14,2.1,18,-5,10,12,-0.6,-0.4,2
COc1ccc(NC(=O)Nc2cccc3c2O[C@H](CN(C)C(=O)Nc2ccccc2)[C@@H](C)CN([C@H](C)CO)C3=O)cc1,-0.6,·,-0.4,6,3,-6,15,0.0,0.4,·
CN(C)c1cc(Cl)c2nonc2c1N,0.1,-22,·,71*,·,10,-8,-0.2,2.8,-2
O=C(/C=C/c1ccco1)N1CCN(c2ncccn2)CC1,·,14,0.6,-1,2,-13,-2,i,-0.9,-4
COc1cccc(C(=O)NCC(=O)N/N=C/c2cn[nH]c2-c2ccccc2)c1,0.5,5,-0.3,-9,2,·,-1,-0.5,0.2,1

# Next section:
SMILES,TcdB GH inh,DUSP3 inh,BoNT-A LC inh2,CCHFV vOTU inh,Anthrax LF inh2,SSB-PriA inh,Y pestis TopoI,Vc quorum ag,PfHsp40 yeast,3CLpro inhibitor
COc1cc(Cn2c(=O)oc3ccc(C)cc32)ccc1OC(C)C,·,22,-0.6,-2,-7,-23,15,-0.6,-1.4,3
CCC1CN(C(=O)N2CCC(C(=O)NCc3ccc(OC)cc3OC)CC2)c2ccccc2O1 (stereo unspecified),0.3,1,1.7,11,-1,8,-7,i,-0.7,6
O=C(O)CCCn1c(O)c(C=C2N=c3ccccc3=N2)sc1=S,1.3,26,-0.6,5,-2,7,6,-0.4,-0.8,5
COc1ccc(Nc2cccc3ccccc23)cc1,1.3,·,-0.7,0,-11,50*,-9,i,0.5,·
O=C(Nc1cc2c3c(c1)C1CCCC1CN3CC1CCCC21)c1ccc([N+](=O)[O-])cc1 (stereo unspecified),·,-8,-0.2,8,-28,6,-7,-17,0.3,-4
COCCNC(=O)C(c1ccc(O)cc1)N(Cc1ccco1)C(=O)CCC(=O)Nc1nccs1 (stereo unspecified),·,-12,-0.5,7,0,-8,-8,-0.3,0.2,2
CCN1C(=O)c2cccc3c(S(=O)(=O)Nc4ccccc4OC)ccc1c23,·,13,0.5,2,3,-28,-3,-2.6,-1.0,3
CC(C)CNC(=O)c1ccccc1NC(=O)/C=C/c1cccc([N+](=O)[O-])c1,0.5,5,-0.1,3,-1,-8,-8,-0.4,0.1,-2
NC(=O)C1CCN(C(=O)C2c3ccccc3C(=O)N3CCc4ccccc4C23)CC1 (stereo unspecified),·,11,0.1,4,-1,2,-1,i,1.1,-5
COC(CNC(=O)[C@H](Cc1ccccc1)N1Cc2ccccc2C1=O)OC,-1.2,4,-4.1,7,-4,-2,2,-0.1,-0.3,1
CC(C)(C)c1nnc(NC(=O)c2ccc(Cl)nc2)s1,7.8,13,0.5,2,0,4,0,i,0.0,3
O=C(CC1SC(N2CCOCC2)=NC1=O)Nc1cccc(C(F)(F)F)c1 (stereo unspecified),-1.0,·,1.7,-11,0,-11,0,-2.1,0.1,·
COc1cc(SC)ccc1C(=O)NCCc1c[nH]c2ccccc12,0.6,-18,0.1,-2,1,12,21,i,1.2,1
COC1=C/C(=C/c2c(N)n3cc(C)sc3nc2=O)C=CC1=O,2.6,-20,5.7,-1,14,·,2,0.1,1.8,3
COc1cccc(CN2C(=O)c3ccccc3S2(=O)=O)c1,0.6,2,0.6,4,-2,-13,4,-0.4,-0.2,4
CC1CCN(C(=O)c2[nH]cnc2C(=O)NCc2ccccc2)CC1,1.2,·,-0.9,-4,-2,-8,12,-0.3,0.5,·

# High-throughput results as filed in PubChem.

# Not all compounds are listed; the hit share may differ from the screen's.
